High-throughput results deposited in PubChem BioAssay by National Center for Advancing Translational Sciences (NCATS).
A-T KAP1 phos – qHTS Assay for Identifying a Potential Treatment of Ataxia-Telangiectasia | hit rate 0.19% among 320,000 | […] A-T fibroblasts, KAP-1 phosphorylation AlphaLISA; neocarzinostatin DNA damage 30 min before lysis | Potency, µM (top dose mostly 57.5 µM), for the others: at the top dose activation, actives largely listed as activators; further: potency means the concentration at half of the fitted maximal effect; % of control where 0% means no effect; nearly all actives have a fitted effect of over 45% in size
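hTERT-immortalized A-T patient fibroblasts ([…]), 500 cells/well in OPTI-MEM, 1% FBS, got compounds for 60 min, then NCS for 30 min at 37C. Lysates were then assayed for phospho-KAP-1 by AlphaLISA (anti-pKAP1 donor, anti-KAP1 acceptor beads), 6 hr at 25C.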
TSHR antag – Antagonists of the Thyroid Stimulating Hormone Receptor: HTS campaign | Thyrotropin receptor (Homo sapiens), P16473 | TSHR-expressing cells, TSH-stimulated cAMP HTRF, 2 h; stronger effect = lower value | activity change, negative = inhibition, % at 11.5 µM | hit rate 0.2% among 330,000 | AID 504810, 2011;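 active means activity change below a set negative limit, meaning inhibition stronger than a set level, cut at about -70% in these data; inconclusive means activity change between two set negative limits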; further: on the % scale 0 is the no-effect control and ±100 the full control effect
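Cell-based HTRF cAMP assay; TSHR cells + compound, TSH EC80 (4nM final), 2 h, 37 deg C. Lysis with anti-cAMP cryptate and cAMP-d2, 30 min RT, read 665/620 nm.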
PTAP TSG101 blk – qHTS Assay for Iinhibitors of HIV-1 Budding by Blocking the Interaction of PTAP/TSG101; Tumor susceptibility gene 101 protein (Homo sapiens), Q99816; Fluorescence polarization, FITC-PTAP peptide / Tsg101 binding; Potency, µM (titrated, usually from 115 µM), for the others: at the top dose activity change, negative = inhibition, most hits filed as inhibitors; 340,000 tested, under 10 active; AID 493005, 2010; active means well fitted inhibition curve with a large enough effect in the main read-out, with a control signal flat, not every such curve was filed as active; inconclusive means small, poorly fitted or top-dose-only effect, or effect the other way, or a change in a side signal; inactive means no such curve, though single readings can be large or run the other way; further: potency means the concentration at half of the fitted maximal effect; % of control where 0% means no effect
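Steps: Tsg101 binding domain dispensed (10 uM final), compounds pinned in DMSO, FITC-labeled PTAP-motif peptide added (50 nM final); after 20 min binding at room temperature, polarization measured.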
MBNL1 CUG block – qHTS Assay for Inhibitors of MBNL1-poly(CUG) RNA binding; Potency, µM (series often up to 57.5 µM), without a hit: at the top dose activity change, negative = inhibition, most hits filed as inhibitors; Muscleblind-like protein 1 (Homo sapiens), Q9NR56; TR-FRET MBNL1-His/biotin-(CUG)12 binding, 665/545 ratio; hit rate 0.036% among 280,000; active means well fitted inhibition curve with a large enough effect in the signal ratio, with a control signal flat, not every such curve was filed as active; inconclusive means small, poorly fitted or top-dose-only effect, or effect the other way, or a change in a side signal; inactive means no such curve, though single readings can be large or run the other way; the % refers to the signal ratio; further: potency means the concentration at half of the fitted maximal effect; on the % scale 0 is the no-effect control and ±100 the full control effect
Target sequence (Q9NR56 whole entry, looked up): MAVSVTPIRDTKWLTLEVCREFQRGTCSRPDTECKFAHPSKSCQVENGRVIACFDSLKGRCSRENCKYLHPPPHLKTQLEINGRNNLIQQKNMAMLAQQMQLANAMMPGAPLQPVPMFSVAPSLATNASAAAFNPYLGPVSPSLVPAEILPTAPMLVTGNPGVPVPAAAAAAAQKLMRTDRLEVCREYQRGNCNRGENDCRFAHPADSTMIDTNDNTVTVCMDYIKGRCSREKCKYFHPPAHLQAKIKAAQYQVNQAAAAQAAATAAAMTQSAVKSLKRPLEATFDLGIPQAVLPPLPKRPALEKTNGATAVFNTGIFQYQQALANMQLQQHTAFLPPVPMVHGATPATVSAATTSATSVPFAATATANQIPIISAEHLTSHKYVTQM
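Compound titration spanned 92 nM–58 uM against the MBNL1-His/biotin-(CUG)12 complex. After 60 min at room temperature with 5 nM streptavidin-XL665 and 0.055 ng/ul terbium anti-His, ratiometric 665/545 nm emission (Ex 340 nm) normalized to controls.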
ASM inhibitor – Inhibitors of Secretory Acid Sphingomyelinase (S-ASM): qHTS | Potency, µM (series often up to 57.5 µM), for inactives: top-dose activity change, negative = inhibition, most hits filed as inhibitors | AID 504937, 2011 | hit rate 0.006% among 340,000 | placental ASM, HMU-PC fluorogenic substrate, 60 min; further: potency means the concentration at half of the fitted maximal effect
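Fluorogenic HMU-PC substrate (9 uM final) is turned over by placental ASM in 60 min at 37 C after a 10 min compound preincubation. Reaction ended by alkaline stop (pH 10), with fluorescence read at 386/447 nm.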
Menin MLL FP TR – qHTS Assay for Inhibitors Targeting the Menin-MLL Interaction in MLL Related Leukemias: Competition With Texas Red Labeled MLL-derived Mutant Peptide. O00255. Menin + Texas Red MLL mutant peptide, fluorescence polarization. Potency, µM (titrated, usually from 61.6 µM), without a hit: top-dose FP activity change, negative = inhibition, hits mostly inhibitors. hit rate 0.23% among 270,000. AID 1768, 2009; active means well fitted inhibition curve with a large enough effect in the polarisation, with a control signal flat, not every such curve was filed as active; inconclusive means small, poorly fitted or top-dose-only effect, or effect the other way, or a change in a side signal; inactive means no such curve, though single readings can be large or run the other way; the % refers to the polarisation; further: potency means the concentration at half of the fitted maximal effect; % of control where 0% means no effect; many of its hits are not listed in these tables
Target sequence (O00255 whole entry, looked up): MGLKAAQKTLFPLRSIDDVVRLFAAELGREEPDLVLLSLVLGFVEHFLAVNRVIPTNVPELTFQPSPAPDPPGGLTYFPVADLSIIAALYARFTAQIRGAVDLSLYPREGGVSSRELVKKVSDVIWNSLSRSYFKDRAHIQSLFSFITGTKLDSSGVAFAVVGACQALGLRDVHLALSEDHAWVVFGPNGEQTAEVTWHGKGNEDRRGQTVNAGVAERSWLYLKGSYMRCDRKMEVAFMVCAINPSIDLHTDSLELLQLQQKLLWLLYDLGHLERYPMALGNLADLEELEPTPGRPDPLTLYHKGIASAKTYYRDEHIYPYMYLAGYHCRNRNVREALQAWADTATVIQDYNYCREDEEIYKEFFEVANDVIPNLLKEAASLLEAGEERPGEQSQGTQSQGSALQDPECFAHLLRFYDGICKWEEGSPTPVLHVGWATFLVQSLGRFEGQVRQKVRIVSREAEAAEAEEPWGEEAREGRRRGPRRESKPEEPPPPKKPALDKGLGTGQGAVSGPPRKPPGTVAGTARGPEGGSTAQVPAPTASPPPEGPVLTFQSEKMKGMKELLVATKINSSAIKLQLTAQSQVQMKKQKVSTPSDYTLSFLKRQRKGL
a7 integrin act – qHTS for Activators of Integrin-Mediated Alleviation for Muscular Dystrophy; alpha7betagal myoblasts, beta-gal FDG fluorescence, 48 h; Potency, µM (top dose mostly 38.3 µM), for inactives: top-dose activation, most hits filed as activators; hit rate 0.064% among 350,000; AID 624291, 2012;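 further: potency means the concentration at half of the fitted maximal effect; 100% = response of the positive control SU9516; nearly all actives have a fitted effect of over 60% in size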
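alpha7betagal+/- myoblasts (passage 13, 250/well) treated 48 h at 37C with compounds at 1:260 dilution of DMSO stock. Lysed, then beta-galactosidase activity read as FDG fluorescence (ex 480/em 540) after 30 min, with pre-read for autofluorescence.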
Mito fusion yeast – qHTS Assay for Small Molecule Inhibitors of Mitochondrial Division or Activators of Mitochondrial Fusion. S. cerevisiae fusion-defective mutant growth rescue, CellTiterGlo 48 h. Potency, µM (highest dose often 46.1 µM), for inactives: at the highest dose growth rescue (activation), actives largely listed as activators. hit rate 0.23% among 320,000;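 further: potency means the concentration at half of the fitted maximal effect; % of control where 0% means no effect; nearly all actives have a fitted effect of over 45% in size; temperature-sensitive fusion mutants such as fzo1-1 at 37 °C on non-fermentable ethanol glycerol medium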
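Luminescent cell viability in 1536-well qHTS format served as the measure of rescued growth in ts fusion-mutant S. cerevisiae cultured on non-fermentable YPEG for 48 hours at 37C.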
CXXC DNA block – qHTS Fluorescence Polarization Assay for Inhibitors of MLL CXXC domain - DNA interaction | Histone-lysine N-methyltransferase 2A (Homo sapiens), Q03164 | MLL-CXXC / FITC-HOXA9 DNA fluorescence polarization | Potency, µM (highest dose often 115 µM), for inactives: top-dose activity change, negative = inhibition, actives largely listed as inhibitors | hit rate 0.037% among 290,000 | AID 2662, 2010; active means well fitted inhibition curve with a large enough effect in the polarisation, with a control signal flat, not every such curve was filed as active; inconclusive means small, poorly fitted or top-dose-only effect, or effect the other way, or a change in a side signal; inactive means no such curve, though single readings can be large or run the other way; the % refers to the polarisation; further: potency means the concentration at half of the fitted maximal effect
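Purified MLL-CXXC (added from a 7 uM solution) was preincubated 5 min at ambient with pinned compounds in 50 mM Tris-HCl pH 7.5, 50 mM NaCl, 1 mM DTT, 0.05% BSA. Fluorescein-labeled HOX-A9 DNA (50 nM solution) followed, 30 min, then polarization read.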
TCR act – Activators of T cell receptors: qHTS campaign; primary human leukocytes, anti-CD3, IL-2 HTRF, 48 h; 330,000 tested, under 10 active; AID 504894, 2011; Potency, µM (series often up to 9.22 µM), for inactives: at the top dose activation of IL-2 secretion, actives largely listed as activators; further: % of control where 0% means no effect
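Primary human leukocytes were stimulated with a-CD3 beads plus compounds for 48 hr without co-stimulation; secreted IL-2 was quantified by HTRF using a-IL-2-K (europium cryptate) and a-IL-2-d2, excited at 320nm with acceptor emission read at 665nm.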
Active calls of the source: *; u = inconclusive; x = no result given; [ ] = remark or other dose. Unless noted, the call rests on the fitted dose curve; in most records, active means well fitted curve in the direction sought with a large enough effect; inconclusive means small, poorly fitted or top-dose-only effect, or another doubt; inactive means no such curve, though single readings can be large; an effect the other way counts as inactive or inconclusive.

SMILES	A-T KAP1 phos	TSHR antag	PTAP TSG101 blk	MBNL1 CUG block	ASM inhibitor	Menin MLL FP TR	a7 integrin act	Mito fusion yeast	CXXC DNA block	TCR act
CCC(=O)NC(=S)Nc1ccccc1F	3%	16	-5%	3%	6%	-20%	0%	-12%	1%	6%
CN1C(=O)C2(c3ccccc31)c1c(oc3ccccc3c1=O)C(=O)N2CCCO (centres undefined)	0%	0	0%	7%	5%	x	-7%	-11%	-3%	3%
COc1cccc(CNC(=O)c2nnn(CC(=O)Nc3cc(Cl)ccc3C)c2N)c1	-4%	-74*	-6%	1%	-2%	0%	5%	8%	14%	1%
CCCn1c(-c2ccc(OC)cc2)nc2ccccc21	1%	0	-2%	13%	-1%	3%	-20%	-1%	-2%	-1%
O=C(C1CCCN(S(=O)(=O)c2cccs2)C1)N1CCC(N2CCCCC2)CC1 (centres undefined)	1%	3	-3%	u	-3%	0%	25%	-6%	20%	-7%
O=C(Oc1ccc(C(=S)N2CCOCC2)cc1Cl)c1ccccc1F	-4%	-3	-3%	-2%	-7%	-14%	23%	1%	138%[activator]	x
O=C(Nc1ccc(N2CCOCC2)cc1)c1cccc(S(=O)(=O)N2CCOCC2)c1	-11%	x	3%	x	3%	x	27%	x	x	x
Fc1ccc(COc2ccc(-c3nnco3)cc2)cc1	7%	2	0%	-8%	-3%	x	1%	2%	-2%	1%
CC12CN3CC(C)(CN(C1)C3c1ccc3ccccc3c1O)C2=O (centres undefined)	11%	10	-5%	4%	-1%	5%	-3%	-3%	8%	-4%
COc1ccc(C(=O)/C=C/C(=O)N(Cc2ccccc2)C(C(=O)NC2CCCCC2)c2ccncc2)c(O)c1 (centres undefined)	8%	8	-3%	x	-4%	-27%	-38%	30%	8%	1%[46.1 µM]
CCN(C(=O)CSc1nnc(Cn2nnc3ccccc32)o1)c1nc(C)cs1	0%	7	-1%	3%	-1%	1%	-6%	-2%	-5%	1%[46.1 µM]
O=C(Cn1ncc2c3ccccc3n(Cc3ccccc3)c2c1=O)N1CCN(c2ccccn2)CC1	-5%	-4	-1%	10%	-7%	-22%	4%	1%	x	-3%
COC(=O)c1ccc(NC(=O)COc2ccc(S(=O)(=O)NC(C)(C)C)cc2)cc1	-7%	9	-3%	-3%	-8%	27%	0%	-3%	-5%	-8%
COc1ccccc1Cn1[nH]nnc1=S	8%	-7	-3%	-2%	1%	x	23%	0%	-4%	-1%
Cc1cccc(NC(=O)Cn2nc(-c3cccs3)ccc2=O)c1C	8%	-3	-4%	u	0%	-3%	-33%	1%	3%	6%
COC(=O)c1c(NC(=O)c2cccs2)sc2c1CCC(C)C2 (centres undefined)	0%	-6	-1%	-8%	31%	-1%	-24%	8%	5%	3%
Cc1ccc(OCCOC(=O)c2sc(=S)n(C)c2C)cc1	-2%	-8	-4%	3%	-8%	6%	10%	10%	-9%	-1%
CCN(c1ccccc1)S(=O)(=O)c1ccc(OC)c(NC(=O)C2CCC2)c1	8%	-9	0%	x	-2%	x	6%	x	x	-3%
CC1=C(C(=O)Nc2ccccn2)C(c2ccc(Br)cc2)n2ncnc2N1 (centres undefined)	0%	35	-7%	-4%	121%[activator]	0%	0%	1%	-2%	-3%
Cc1cccc(C(=O)NC(=S)Nc2cccc3nc(C)ccc23)c1	-1%	-12	x	20%	-4%	-1%	-31%	8%	6%	-1%
CCOc1ccc(-c2nc(N)nc(C)c2-c2ccc(OC)c(OC)c2)c(O)c1	5%	-10	0%	29%	-1%	-12%	-14%	4%	-1%	5%
CCOc1ccc(S(=O)(=O)Nc2ccc(C(=O)NCC(c3ccco3)N(C)C)cc2)cc1 (centres undefined)	24%	-21	x	-5%	-1%	u	4%	1%	-4%	-4%
Cc1cccc(/C=N/NC(=O)c2cc(C3CC3)nc3ccccc23)n1	-4%	-2	4%	6%	3%	x	13%	13%	-2%	-1%
COc1ccc(N(C(=O)c2ccc(Cl)cc2)C2=CC3CCC(C2)N3C)cc1 (centres undefined)	-5%	5	-2%	-3%	2%	8%	-32%	0%	-2%	6%
Cc1cc(C(=O)O[C@H]2[C@H](C)NS(=O)(=O)[C@H]3C[C@@H]4C=C[C@]23O4)cc([N+](=O)[O-])c1	16%	2	1%	x	0%	x	-4%	-8%	x	-7%
COc1ccc(CC(=O)OCC(=O)NCCc2ccccc2)cc1OC	1%	2	-2%	-6%	x	4%	5%	-3%	1%	-5%[46.1 µM]
O=C(Nc1ncccn1)C1CCCCC1	7%[11.5 µM]	5	-2%	8%	-1%	4%	-2%	8%	2%	10%
Cc1ccc(S(=O)(=O)NN2C(=O)c3ccccc3NC2c2ccco2)cc1 (centres undefined)	0%	-3	1%	-3%	7%	12%	1%	-2%	1%	-25%
Cc1cc(C)[n+](C)n1CC(O)Cn1c2ccccc2c2ccccc21 (centres undefined)	-3%	3	-3%	-5%	6%	2%	3%	-2%	6%	-1%
CC1CCN(C(=O)c2[nH]cnc2C(=O)NCC(=O)OCc2ccccc2)CC1	-1%	21	1%	13%	3%	-2%	-21%	4%	-3%	-5%
CCOc1ccc(-c2c(C(=O)N/N=C/c3c[nH]c4ccccc34)nnn2-c2nonc2N)cc1	-7%	-4	-5%	4%	0%	u	-12%	-2%	13%	-2%
O=C(c1cc2c(s1)CCCCC2)N1CCN(c2ncccn2)CC1	6%	-6	-4%	-3%	-2%	-24%	6%[7.66 µM]	14%	-1%	-10%
COc1cccc(C(=O)Nc2ncc3c(n2)CC(C)(C)CC3=O)c1	8%	-8	-10%	-10%	4%	3%	19%	2%	-7%	3%
Cc1ccc(S(=O)(=O)n2nc(-c3ccco3)nc2N)cc1	-8%	16	1%	8%	0%	-17%	23%	-4%	3%	-6%
OCC1(CCOc2ccccc2)CCN(Cc2nc3ccc(F)cc3[nH]2)CC1	0%[11.5 µM]	-7	0%	-6%	8%	-6%	4%	-7%	-1%	-3%
CC(C)N(C(=O)CSc1nc2c([nH]1)c(=O)n(C)c(=O)n2C)c1ccccc1	-1%	2	-2%	-8%	7%	0%	-2%	-1%	-6%	-4%
CCOc1ccc(C(=O)NC(C(=O)NCc2ccccc2OC)C(C)C)cc1 (centres undefined)	-3%	14	-2%	-4%	-1%	-16%	-16%	-4%	-13%	-4%
CC(=O)N1CCCc2cc(S(=O)(=O)NC(C(=O)NC(C)c3ccccc3)C(C)C)ccc21 (centres undefined)	x	15	-4%	9%	-1%	-8%	12%	-1%	-6%	1%
CCCN1C2=NS(=O)(=O)CCN2c2ccccc21	1%	4	-3%	-2%	0%	-1%	-13%	-3%	-7%	-108%
Cc1ccc(NNC(=O)c2ccno2)cc1Cl	2%	18	0%	-2%	4%	x	u	-4%	9%	0%
Cc1ccccc1CSc1nnc2ccc(-c3ccncc3)nn12	0%	-2	0%	u	-5%	0%	15%	u	0%	10%
O=C1CC(c2ccccc2)n2nc(NC(=O)c3ccccn3)nc2N1 (centres undefined)	-13%	-2	-4%	7%	-1%	7%	-9%	-8%	10%	0%
CCCCCCCCCCCCCCCCCCOC[C@H](COP(=O)([O-])OCC[N+](C)(C)C)OC	x	-81*	x	x	x	u	x	-12%	2%	x
Clc1cccc(CNCC2CCCO2)c1Cl (centres undefined)	19%	-10	0%	-2%	3%	-5%	0%	-3%	0%	3%
O=C(Nc1ccc(F)cc1)C(c1ccccc1)N1CCN(S(=O)(=O)c2ccc3ccccc3c2)CC1 (centres undefined)	-6%	7	0%	0%	4%	-13%	-44%	-2%	u	-23%[46.1 µM]
Fc1ccc(N2C(=S)SC(=Nc3ccccc3)C2=Nc2ccccc2)cc1	x	x	-1%	x	-12%	x	-3%	x	x	1%

The list is partial (hit frequency here may not be typical).
